Neddylation inh: blocks human cullin neddylation. P61081+Q13564. TR-FRET cullin neddylation, biochemical. calls only at 25 µM. 0.58% of 360,000 active. AID 651699; in the data active = inhibition above about 36%
E coli Lon inh: E. coli protease La inhibition; P0A9M0; purified E. coli Lon protease, fluorescence polarization; inhibition, % at 7.94 µM; 0.42% of 360,000 active; AID 602123; in the data active = inhibition above about 13%, passing the limit was not always enough;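 note: 0% = enzyme with probe and DMSO and 100% = no enzyme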
Target sequence (P0A9M0 whole entry, looked up): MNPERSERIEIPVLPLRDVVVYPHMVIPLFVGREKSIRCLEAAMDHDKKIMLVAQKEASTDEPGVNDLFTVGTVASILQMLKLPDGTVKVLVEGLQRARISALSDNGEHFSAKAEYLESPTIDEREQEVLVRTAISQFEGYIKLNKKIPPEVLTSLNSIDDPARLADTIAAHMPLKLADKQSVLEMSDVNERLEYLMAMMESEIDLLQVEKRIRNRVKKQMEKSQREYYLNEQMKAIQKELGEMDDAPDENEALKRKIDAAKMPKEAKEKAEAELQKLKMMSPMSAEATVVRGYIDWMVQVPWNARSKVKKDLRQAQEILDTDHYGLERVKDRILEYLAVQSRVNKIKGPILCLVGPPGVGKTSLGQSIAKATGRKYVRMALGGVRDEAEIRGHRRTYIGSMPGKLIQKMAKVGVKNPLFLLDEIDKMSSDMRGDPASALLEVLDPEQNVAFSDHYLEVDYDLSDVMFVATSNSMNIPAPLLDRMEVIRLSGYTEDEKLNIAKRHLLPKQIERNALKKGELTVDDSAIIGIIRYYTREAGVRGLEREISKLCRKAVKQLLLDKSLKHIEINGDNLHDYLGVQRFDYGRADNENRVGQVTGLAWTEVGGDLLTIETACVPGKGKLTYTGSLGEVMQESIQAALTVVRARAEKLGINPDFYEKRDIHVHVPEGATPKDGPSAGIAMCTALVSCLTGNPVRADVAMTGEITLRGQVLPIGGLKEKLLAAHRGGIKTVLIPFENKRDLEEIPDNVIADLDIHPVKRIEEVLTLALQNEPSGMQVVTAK
FAS TE block: FAS thioesterase (human) inhibition. recombinant FAS-TE, OMFH fluorogenic substrate, fluorescence endpoint. P49327. 0.67% of 360,000 active. AID 602261. inhibition, % at 15 µM;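 active = compounds whose normalised, plate-corrected inhibition of enzyme fluorescence in the single-dose primary screen is 50% or more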;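 note: 0% = DMSO with enzyme and 100% = substrate without enzyme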
MsrA inhibitor: inhibits bovine methionine sulfoxide reductase A; purified bovine MsrA, absorbance read-out; inhibition, % at 15.5 µM; 0.75% of 360,000 active; AID 651718; in the data active = inhibition above about 4.5%;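 note: 0% = vehicle wells with enzyme and 100% = reference inhibitor wells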
MLLE-PAM2 inh: inhibitors of microRNA-mediated deadenylation, human PABP1 MLLE binding. P11940. GST-MLLE / FITC-PAM2 fluorescence polarization. inhibition, % at 20 µM. 0.36% of 360,000 active. AID 588489; in the data active = inhibition above about 35%, passing the limit was not always enough;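 note: plate controls were DMSO wells with GST-MLLE for no effect and wells lacking GST-MLLE protein for full effect; some results filed as inactive read as strong as hits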
Rin1-Abl PPI inh: inhibitors of human Rin1-Abl protein interaction. P00519+Q13671. TR-FRET Rin1/Abl binding, biochemical. inhibition, % at 7.35 µM. 0.4% of 360,000 active. AID 588664; in the data active = inhibition above about 5%, passing the limit was not always enough
bovine MsrA act: activators of bovine methionine sulfoxide reductase A. activation, % at 10.6 µM. 0.3% of 360,000 active. AID 602163. purified bovine MsrA, absorbance read-out; in the data active = activation above about 7.5%;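 note: 0% = vehicle and 100% = reference activator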
CSN deneddyl inh: blocks human CSN-mediated cullin deneddylation. Purified CSN, SCF-Nedd8-OG deneddylation, fluorescence polarization. inhibition, % at 12.5 µM. 0.38% of 360,000 active. Q92905;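 active = pattern-corrected inhibition above about 35%, with an unprinted fluorescence ratio check between 0.5 and 1.5, limit read from the data, passing the limit was not always enough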;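 note: 0% = enzyme with substrate and 100% = substrate without enzyme; some results filed as inactive read as strong as hits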
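assay system = purified human Csn5 enzyme expressed in HEK293T cells | amount = 0.24 nM enzyme | buffer or medium = Tris/NaCl/DTT buffer, pH 7.5 | reagent = 10 nM SCFSkp2-Nedd8OG | compound = one concentration, 12.5 µM, 0.25% DMSO | times = 90 min reaction at room temperature | signal = FP | read-out basis = % inhibition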
TbMetRS inhib: Trypanosoma brucei MetRS inhibition. purified T. brucei MetRS, ATP depletion, Kinase-Glo luminescence. inhibition, % at 11.9 µM. 0.4% of 360,000 active;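 active = inhibition above a per-plate cutoff of the control wells' mean inhibition plus 3 SD, cut at about 5.5% in these data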;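 note: 0% = DMSO wells median and 100% = median of wells with control inhibitor compound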
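Material: T. brucei methionyl-tRNA synthetase, purified; reagent: substrates ATP, L-methionine and bulk Escherichia coli tRNA; dosing: 11.9 µM single point; timing: 15 min plus 2 h at 25 °C; detection: luminescence of leftover ATP; evaluation: % inhibition; control set: DMSO-only wells as low control; replicates: singlicate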
* hit, by the source's call. Not a hit list, and some 4% of all compounds hit somewhere here.

`O=C(O)CSCC(=O)N(c1ccccc1)c1ccccc1` gave Neddylation inh inactive, E coli Lon inh -9, FAS TE block -2, MsrA inhibitor -1.8, MLLE-PAM2 inh -3, Rin1-Abl PPI inh 2, bovine MsrA act -3, CSN deneddyl inh -2 and TbMetRS inhib -1.3.
COc1ccc(Nc2cc(C)nc3ncnn23)cc1Cl was read as Neddylation inh inactive, E coli Lon inh -15, FAS TE block -3, MsrA inhibitor 1.8, MLLE-PAM2 inh -24, Rin1-Abl PPI inh 0, bovine MsrA act -13, CSN deneddyl inh 4 and TbMetRS inhib -1.2.
C=CCOc1ccc(CN(C)CC(=O)N(CC(C)C)c2c(N)n(CC(C)C)c(=O)[nH]c2=O)cc1 was read as Neddylation inh inactive, E coli Lon inh -4, FAS TE block -8, MsrA inhibitor 0.8, MLLE-PAM2 inh 4, Rin1-Abl PPI inh -3, bovine MsrA act -3, CSN deneddyl inh -1 and TbMetRS inhib -1.4.
O=C(Nc1nccs1)C1CCCN1S(=O)(=O)c1ccc(F)cc1 (centres undefined) was read as Neddylation inh inactive, E coli Lon inh 4, FAS TE block -10, MsrA inhibitor -1.4, MLLE-PAM2 inh 11, Rin1-Abl PPI inh -3, bovine MsrA act -5, CSN deneddyl inh 6 and TbMetRS inhib -0.8.
Screening CC(C)(C)NC(=O)/C=C/c1ccc(C(F)(F)F)cc1 returned Neddylation inh inactive, E coli Lon inh -5, FAS TE block 7, MsrA inhibitor 0.1, MLLE-PAM2 inh 5, Rin1-Abl PPI inh 2, bovine MsrA act 8.2*, CSN deneddyl inh 0 and TbMetRS inhib -0.3.
Screening O=C(O)c1cccc(S(=O)(=O)N(Cc2ccccc2)c2ccc(Cl)cc2)c1 returned Neddylation inh inactive, E coli Lon inh 4, FAS TE block 0, MsrA inhibitor -1.9, MLLE-PAM2 inh 4, Rin1-Abl PPI inh 3, bovine MsrA act -1, CSN deneddyl inh -4 and TbMetRS inhib 0.6.
Screening CCN1CCC2(CC1)Oc1c(OC)cccc1C1CC(c3cccnc3)=NN12 (centres undefined) returned Neddylation inh inactive, E coli Lon inh -1, FAS TE block -2, MsrA inhibitor 0.5, MLLE-PAM2 inh 0, Rin1-Abl PPI inh 2, bovine MsrA act -1, CSN deneddyl inh -2 and TbMetRS inhib -0.2.
O=C(O)c1ccc(Nc2nc(-c3ccc([N+](=O)[O-])cc3)nc3ccccc23)cc1 was read as Neddylation inh inactive, E coli Lon inh 3, FAS TE block 55*, MsrA inhibitor 0.8, MLLE-PAM2 inh 5, Rin1-Abl PPI inh -1, bovine MsrA act -2, CSN deneddyl inh -3 and TbMetRS inhib -0.3.
Screening COCCNC(=O)C1(C)CCCN(C(=O)c2c(-c3ccccc3)noc2C)C1 (centres undefined) returned Neddylation inh inactive, E coli Lon inh -5, FAS TE block -7, MsrA inhibitor -0.6, MLLE-PAM2 inh 8, Rin1-Abl PPI inh 4, bovine MsrA act -2, CSN deneddyl inh 1 and TbMetRS inhib -0.2.
COc1ccc([N+](=O)[O-])cc1NCc1cccc([N+](=O)[O-])c1 was read as Neddylation inh inactive, E coli Lon inh -4, FAS TE block 44, MsrA inhibitor -1.8, MLLE-PAM2 inh 4, Rin1-Abl PPI inh 2, bovine MsrA act -3, CSN deneddyl inh 5 and TbMetRS inhib -0.3.
For Cc1ccnc2nc(C(=O)NC3CCCc4ccccc43)nn12 (centres undefined) the results were Neddylation inh inactive, E coli Lon inh 2, FAS TE block 4, MsrA inhibitor -0.4, MLLE-PAM2 inh 9, Rin1-Abl PPI inh -1, bovine MsrA act -15, CSN deneddyl inh 2 and TbMetRS inhib -2.2.
Screening COc1ccc(Nc2nc(C)cc(C)c2C(N)=O)cc1 returned Neddylation inh inactive, E coli Lon inh -2, FAS TE block -10, MsrA inhibitor -1.2, MLLE-PAM2 inh 5, Rin1-Abl PPI inh 3, bovine MsrA act -3, CSN deneddyl inh 2 and TbMetRS inhib -1.0.
Cc1ccc(N(C(=O)c2csnn2)C(C(=O)NCc2ccccc2)c2cccnc2)cc1 (centres undefined) was read as Neddylation inh inactive, E coli Lon inh -6, FAS TE block -4, MsrA inhibitor 0.9, MLLE-PAM2 inh -9, Rin1-Abl PPI inh 3, bovine MsrA act -2, CSN deneddyl inh 0 and TbMetRS inhib -0.5.
COc1cc(SC)ccc1C(=O)Nc1ccc2c(c1)CCC2 was read as Neddylation inh inactive, E coli Lon inh -6, FAS TE block 18, MsrA inhibitor 2.1, MLLE-PAM2 inh 7, Rin1-Abl PPI inh 0, bovine MsrA act -9, CSN deneddyl inh -2 and TbMetRS inhib -1.1.
For Cc1ccccc1N1CCN(CC(=O)Nc2ccccc2C(=O)NC2CC2)CC1 the results were Neddylation inh inactive, E coli Lon inh -12, FAS TE block 7, MsrA inhibitor -0.5, MLLE-PAM2 inh 7, Rin1-Abl PPI inh 5, bovine MsrA act -1, CSN deneddyl inh -1 and TbMetRS inhib 0.6.
O=C(c1ccco1)N1CCN(Cc2nnnn2CCc2ccccc2)CC1 was read as Neddylation inh inactive, E coli Lon inh 5, FAS TE block -5, MsrA inhibitor -0.9, MLLE-PAM2 inh 1, Rin1-Abl PPI inh 2, bovine MsrA act 1, CSN deneddyl inh 0 and TbMetRS inhib 0.1.
`CC1=C(C(=O)OC(C)C)C(c2ccccc2Cl)CC(=O)N1` (centres undefined) gave Neddylation inh inactive, E coli Lon inh -1, FAS TE block -6, MsrA inhibitor 1.1, MLLE-PAM2 inh 4, Rin1-Abl PPI inh -1, bovine MsrA act -5, CSN deneddyl inh 6 and TbMetRS inhib -0.8.
COc1ccc(C(=O)Cn2c(=O)c(CCC(=O)O)nn3c4ccccc4nc23)cc1OC was read as Neddylation inh active, E coli Lon inh 4, FAS TE block -11, MsrA inhibitor 2.8, MLLE-PAM2 inh 1, Rin1-Abl PPI inh 0, bovine MsrA act 0, CSN deneddyl inh 0 and TbMetRS inhib 0.0.
Cc1sc(NC(=O)CCl)c(C(=O)c2ccccc2)c1C was read as Neddylation inh inactive, E coli Lon inh 1, FAS TE block 8, MsrA inhibitor 1.7, MLLE-PAM2 inh 37*, Rin1-Abl PPI inh -4, bovine MsrA act -14, CSN deneddyl inh 7 and TbMetRS inhib -1.2.
For Cc1ccccc1CC(=O)N1CCN(S(=O)(=O)c2cccs2)CC1 the results were Neddylation inh inactive, E coli Lon inh -2, FAS TE block -4, MsrA inhibitor 0.5, MLLE-PAM2 inh -1, Rin1-Abl PPI inh 3, bovine MsrA act -1, CSN deneddyl inh -4 and TbMetRS inhib -0.1.

3 entries from above, arranged by molar mass, ascending:
For Cc1ccnc2nc(C(=O)NC3CCCc4ccccc43)nn12 (centres undefined) the results were Neddylation inh inactive, E coli Lon inh 2, FAS TE block 4, MsrA inhibitor -0.4, MLLE-PAM2 inh 9, Rin1-Abl PPI inh -1, bovine MsrA act -15, CSN deneddyl inh 2 and TbMetRS inhib -2.2.
Cc1sc(NC(=O)CCl)c(C(=O)c2ccccc2)c1C was read as Neddylation inh inactive, E coli Lon inh 1, FAS TE block 8, MsrA inhibitor 1.7, MLLE-PAM2 inh 37*, Rin1-Abl PPI inh -4, bovine MsrA act -14, CSN deneddyl inh 7 and TbMetRS inhib -1.2.
For Cc1ccccc1CC(=O)N1CCN(S(=O)(=O)c2cccs2)CC1 the results were Neddylation inh inactive, E coli Lon inh -2, FAS TE block -4, MsrA inhibitor 0.5, MLLE-PAM2 inh -1, Rin1-Abl PPI inh 3, bovine MsrA act -1, CSN deneddyl inh -4 and TbMetRS inhib -0.1.

Additional results:
`O=C(COc1cccc(NC(=O)c2ccccc2)c1)c1ccc(F)cc1` gave Neddylation inh inactive, E coli Lon inh -12, FAS TE block 18, MsrA inhibitor -0.3, MLLE-PAM2 inh 5, Rin1-Abl PPI inh 1, bovine MsrA act -5, CSN deneddyl inh 2 and TbMetRS inhib -0.3.
For CC(=O)N1c2ccccc2S(=O)(=O)c2ccccc21 the results were Neddylation inh inactive, E coli Lon inh 0, FAS TE block -3, MsrA inhibitor -0.5, MLLE-PAM2 inh 1, Rin1-Abl PPI inh 3, bovine MsrA act -2, CSN deneddyl inh -2 and TbMetRS inhib -0.2.
`O=S(=O)(c1cccc(Cl)c1Cl)N1CCCCC1` gave Neddylation inh inactive, E coli Lon inh -5, FAS TE block 7, MsrA inhibitor -0.7, MLLE-PAM2 inh -2, Rin1-Abl PPI inh -3, bovine MsrA act -2, CSN deneddyl inh -1 and TbMetRS inhib -0.6.
`COc1ccc(N2C(=O)NC3CC2(C)Oc2ccc(Br)cc23)cc1OC` (centres undefined) gave Neddylation inh inactive, E coli Lon inh -3, FAS TE block 59*, MsrA inhibitor -0.2, MLLE-PAM2 inh -3, Rin1-Abl PPI inh 1, bovine MsrA act -3, CSN deneddyl inh -4 and TbMetRS inhib -0.5.
Screening COc1ccc(CNC(=O)COC(=O)CCc2nc3ccccc3c(=O)[nH]2)cc1 returned Neddylation inh inactive, E coli Lon inh -8, FAS TE block 1, MsrA inhibitor 0.7, MLLE-PAM2 inh 4, Rin1-Abl PPI inh -3, bovine MsrA act -9, CSN deneddyl inh 3 and TbMetRS inhib -0.9.
For CCC(=O)c1cn(CC(=O)Nc2ccccc2Cl)c2ccccc12 the results were Neddylation inh inactive, E coli Lon inh -13, FAS TE block 1, MsrA inhibitor -0.2, MLLE-PAM2 inh -6, Rin1-Abl PPI inh 4, bovine MsrA act -2, CSN deneddyl inh -3 and TbMetRS inhib -1.6.
For COC(=O)c1cc(Br)c(=O)n(CC(C)C)c1 the results were Neddylation inh inactive, E coli Lon inh -11, FAS TE block -11, MsrA inhibitor -0.2, MLLE-PAM2 inh 10, Rin1-Abl PPI inh 0, bovine MsrA act -8, CSN deneddyl inh -4 and TbMetRS inhib -0.9.
COc1cc(-c2cc(NC(C)=O)c3ncc(-c4ccc(C(C)=O)cc4)n3c2)cc(OC)c1OC was read as Neddylation inh active, E coli Lon inh -14, FAS TE block 20, MsrA inhibitor 1.4, MLLE-PAM2 inh -13, Rin1-Abl PPI inh 0, bovine MsrA act -2, CSN deneddyl inh 6 and TbMetRS inhib -0.1.
COc1cc2c(C)nc(C)c(C#N)c2cc1OC was read as Neddylation inh inactive, E coli Lon inh -5, FAS TE block -2, MsrA inhibitor -0.5, MLLE-PAM2 inh -3, Rin1-Abl PPI inh 0, bovine MsrA act -3, CSN deneddyl inh -2 and TbMetRS inhib -0.1.
`Cc1n[nH]c(C)c1N=Nc1cc(Cl)ccc1Cl` gave Neddylation inh inactive, E coli Lon inh -6, FAS TE block -8, MsrA inhibitor 0.8, MLLE-PAM2 inh 7, Rin1-Abl PPI inh 1, bovine MsrA act -2, CSN deneddyl inh -5 and TbMetRS inhib -0.4.
For CC1CCC(C(C)C)C(OC(=O)CSc2nc(N)cc(=O)[nH]2)C1 (centres undefined) the results were Neddylation inh inactive, E coli Lon inh -8, FAS TE block -3, MsrA inhibitor 0.0, MLLE-PAM2 inh 6, Rin1-Abl PPI inh -3, bovine MsrA act -2, CSN deneddyl inh 7 and TbMetRS inhib -0.5.
For O=C(CCCc1ccccc1)Nc1cccnc1 the results were Neddylation inh inactive, E coli Lon inh -6, FAS TE block -11, MsrA inhibitor -0.2, MLLE-PAM2 inh -4, Rin1-Abl PPI inh -3, bovine MsrA act -7, CSN deneddyl inh 0 and TbMetRS inhib -1.4.
